# High-throughput results (PubChem BioAssay)
# LYP inh 2 = LYP (human) phosphatase inhibition. inhibition, % at 2 µM. AID 640. 0.21% of 96,000 active. recombinant LYP catalytic domain, DiFMUP fluorescence;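 active = inhibition at 2 µM at or above a set limit, the screen mean plus 3 SD, cut at about 24% in these data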;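 note: 0% = DMSO with enzyme and 100% = enzyme fully blocked by orthovanadate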
# FAK blocker = inhibitors of human focal adhesion kinase. biochemical FAK kinase activity assay. inhibition, %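 (tested at 7 µM)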. 0.84% of 97,000 active. Q05397; in the data active = inhibition above about 19%;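 note: 0% = DMSO and 100% = reference compound high control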
# Target sequence (Q05397 whole entry, looked up): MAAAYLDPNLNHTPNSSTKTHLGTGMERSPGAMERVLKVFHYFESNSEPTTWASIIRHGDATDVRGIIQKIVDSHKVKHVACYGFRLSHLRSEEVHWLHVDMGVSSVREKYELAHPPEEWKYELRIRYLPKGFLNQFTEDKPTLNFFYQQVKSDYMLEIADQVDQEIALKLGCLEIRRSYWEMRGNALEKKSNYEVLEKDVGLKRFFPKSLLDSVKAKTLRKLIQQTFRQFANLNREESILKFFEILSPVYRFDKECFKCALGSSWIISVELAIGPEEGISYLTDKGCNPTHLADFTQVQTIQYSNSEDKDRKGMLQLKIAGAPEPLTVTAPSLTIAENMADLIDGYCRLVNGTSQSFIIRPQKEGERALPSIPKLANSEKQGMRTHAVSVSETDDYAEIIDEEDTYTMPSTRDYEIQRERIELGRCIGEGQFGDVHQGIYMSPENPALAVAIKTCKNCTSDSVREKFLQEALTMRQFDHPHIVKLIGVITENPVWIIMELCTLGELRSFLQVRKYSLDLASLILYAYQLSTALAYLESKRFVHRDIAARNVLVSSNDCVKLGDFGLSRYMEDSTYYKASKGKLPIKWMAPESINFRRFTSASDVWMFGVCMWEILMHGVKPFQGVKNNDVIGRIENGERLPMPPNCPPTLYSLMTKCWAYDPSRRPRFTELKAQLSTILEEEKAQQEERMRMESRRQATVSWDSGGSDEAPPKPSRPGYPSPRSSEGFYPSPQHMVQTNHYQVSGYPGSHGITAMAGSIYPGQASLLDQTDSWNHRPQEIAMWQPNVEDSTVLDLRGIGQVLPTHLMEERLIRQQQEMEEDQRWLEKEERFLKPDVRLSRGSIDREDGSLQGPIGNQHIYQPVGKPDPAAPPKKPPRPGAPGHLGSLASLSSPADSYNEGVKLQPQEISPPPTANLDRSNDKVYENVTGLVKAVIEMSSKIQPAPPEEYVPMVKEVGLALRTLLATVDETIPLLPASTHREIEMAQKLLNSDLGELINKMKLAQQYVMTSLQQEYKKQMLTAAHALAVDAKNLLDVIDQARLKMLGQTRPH
# EphB4 antag = blocks human EphB4 binding to ephrin-B2 | P54760 | EphB4 LBD / TNYL-RAW-Alexa532 peptide, fluorescence polarization | inhibition, % at 7 µM | 0.15% of 97,000 active | AID 720;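 active = inhibition above the screen-wide mean inhibition plus 3 SD, cut at about 15% in these data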;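 note: 0% = DMSO wells and 100% = excess unlabeled TNYL-RAW peptide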
# F-actin modifier = cytoskeleton assembly modification; AID 836; HUVEC TNFa F-actin phalloidin imaging, high content; 0.18% of 91,000 active; inhibition, % at 2 µM;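 active = inhibition above the batch mean plus 3 SD and confirmed as a hit by visual image inspection, cut at about 30% in these data, passing the limit was not always enough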; note: strong numbers were not always called active
# PTPN22 act = activators of human LYP (PTPN22) phosphatase. activation, % at 2 µM. 0.11% of 96,000 active. recombinant LYP, DiFMUP fluorescence; 0 = plate median, 100 = signal doubled. Q9Y2R2;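 active = activation at 2 µM above a set limit, the mean plus 5 SD, cut at about 37% in these data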
# Pyk2 oligo antag = antagonists of human Pyk2 oligomerization | Q14289 | Q293 cells, Pyk2 FERM NanoBiT luminescence; active compounds read low | z-score (the deposit names both 25 µM and 10 µM) | 0.83% of 99,000 active;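 active = Z-score of -3 or lower, scaled per plate to the spread of control and sample wells; inactive = z-score above -3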;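 note: negative z-score means lost luminescence so less FERM oligomerization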
# Plk1 PBD FP = blocks phosphopeptide binding to human Plk1 polo box domain; 0.13% of 97,000 active; inhibition, %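 (tested at about 20 µM)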; Plk1 PBD phosphopeptide binding, fluorescence polarization; P53350; in the data active = inhibition above about 34%, passing the limit was not always enough
# HIV Rev-RRE inh = HIV Rev-RRE protein-RNA interaction inhibition | AID 704 | Rev peptide-RRE RNA binding, FRET | 0.79% of 97,000 active | inhibition, % at 8 µM;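 active = inhibition above the screen-wide mean plus 3 SD, cut at about 35% in these data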;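 note: 0% = median DMSO wells and 100% = median Neomycin B control wells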
# Target sequence (P05866 whole entry, looked up): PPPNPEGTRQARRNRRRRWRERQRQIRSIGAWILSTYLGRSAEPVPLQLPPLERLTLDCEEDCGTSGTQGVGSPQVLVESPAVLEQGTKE
#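 Material: labelled RRE RNA duplex and labelled Rev peptide / Buffer or medium: HEPES pH 7.5 salt buffer with EDTA / Compound dosing: single point, 8 µM final nominal compound concentration / Benchmarks: DMSO low control, neomycin B high control / Timing: 5 min preincubation and 15 min binding, 25 °C / Technique: FRET fluorescence readout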
# PLK1 kinase inh = blocks human PLK1 kinase activity; AID 619; 0.53% of 97,000 active; inhibition, % at 10 µM; recombinant PLK1 kinase, TR-FRET peptide phosphorylation;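 active = inhibition of 50% or more in the single-concentration screen; inactive = inhibition below 50%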;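 note: 0% = DMSO max control and 100% = H-89 dihydrochloride min control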
# Active calls of the source: *; · = not tested or not shown.
SMILES,LYP inh 2,FAK blocker,EphB4 antag,F-actin modifier,PTPN22 act,Pyk2 oligo antag,Plk1 PBD FP,HIV Rev-RRE inh,PLK1 kinase inh
CCOc1ccc(NC(=O)c2ccccc2OCC(=O)c2ccccc2)cc1,9,0,3,10,-9,-1.8,12,4,-6
COc1ccc(-c2ccnc(-c3ccc(OCCCF)cc3)n2)cc1,-1,-2,-3,-2,5,-0.45,17,2,-3
Cc1cc(N2C(=O)CC(Cc3ccc(Cl)cc3)C2=O)no1 (stereo not given),-2,-1,0,-18,3,0.04,-23,2,-5
Cc1nn(-c2nc(-c3ccco3)cc(C(F)(F)F)n2)c(C)c1Br,9,-3,-3,6,-6,0.64,12,13,-6
CCCn1c(=O)c(C(=O)NCc2ccncc2)c(O)c2ccccc21,12,2,-5,-8,-13,-1.6,-2,-3,-14
Cc1cc(C(F)(F)F)nn1CC(=O)NNC(=S)Nc1ccc(Cl)cc1,3,0,-4,-20,2,0.08,16,-3,-4
O=C(NCC1CCCO1)c1onc(CSc2ccccc2F)c1C(=O)O (stereo not given),-15,-2,-5,-61,18,·,-40,2,-3
COc1cccc(NC(=O)c2cccs2)c1,-15,-1,5,3,9,-0.07,0,4,-8
NC(=O)C1(N2CCCCC2)CCN(C2CC(=O)N(Cc3ccc(N4CCCC4=O)cc3)C2=O)CC1 (stereo not given),6,0,1,4,-6,0.04,-2,9,-7
CCOC(=O)c1ccccc1NC(=O)CN1C(=O)c2ccccc2S1(=O)=O,-9,1,-3,0,3,-0.09,-5,14,-6
CCOC(=O)c1c(C)c(C(=O)Nc2ccc3c(c2)OCO3)c(C)n1C,-8,-1,3,8,6,0.11,-9,2,-18
COCCCNC(=O)c1cccc(OC)c1OC,-11,0,-4,7,13,-0.43,16,1,-9
COc1ccc(NC(=O)COC(=O)c2ccc(N3CCCC3=O)cc2)cc1OC,7,11,1,25,-8,-0.4,-14,7,22
COc1ccc(C)cc1S(=O)(=O)N(CC(=O)O)c1ccccc1,-8,1,-3,-6,7,-0.87,20,4,-2
Cn1c(N2CCOCC2)nc2c1c(=O)n(Cc1ccc(Cl)c(Cl)c1)c(=O)n2C,1,0,1,-18,-2,-0.73,-16,14,17
O=c1c2cc(N3CCOCC3)ccc2[nH]c(=S)n1Cc1ccc(Cl)cc1,-4,-3,0,-6,1,0.21,44,7,2
CCOC(=O)c1ccc(NC(=O)c2cn(-c3ccccc3)nc2-c2ccncc2)cc1,2,5,3,-46,2,-2,-20,4,-21
COc1ccc(N(C(=O)C2CCCCC2)C2C=CS(=O)(=O)C2)c(OC)c1 (stereo not given),2,-1,-3,-10,1,-1.5,-2,1,-13
CCOC(=O)c1[nH]c(C)c(C(=O)N(C)C)c1C,-11,-1,3,21,6,0.14,-13,4,-4
CCN(Cc1ccccc1)C(c1ccc(C(F)(F)F)cc1)c1nnnn1C(C)(C)C (stereo not given),-25,-1,-8,-3,22,0.11,7,6,-8

# Rewritten bar-delimited: two of the compounds above.
smiles | LYP inh 2 | FAK blocker | EphB4 antag | F-actin modifier | PTPN22 act | Pyk2 oligo antag | Plk1 PBD FP | HIV Rev-RRE inh | PLK1 kinase inh
O=C(NCC1CCCO1)c1onc(CSc2ccccc2F)c1C(=O)O (stereo not given) | -15 | -2 | -5 | -61 | 18 | · | -40 | 2 | -3
COc1cccc(NC(=O)c2cccs2)c1 | -15 | -1 | 5 | 3 | 9 | -0.07 | 0 | 4 | -8

# Next part.
SMILES,LYP inh 2,FAK blocker,EphB4 antag,F-actin modifier,PTPN22 act,Pyk2 oligo antag,Plk1 PBD FP,HIV Rev-RRE inh,PLK1 kinase inh
Cn1cc(S(=O)(=O)N2CCc3ccccc3C2)c(=O)n(C)c1=O,10,0,-5,-8,-11,·,-3,2,1
O=C(Nc1cc(C(F)(F)F)ccc1-n1cncn1)c1ccc(Cl)cc1,1,0,2,·,-5,-0.77,8,12,-7
COc1ccc(/C=C/C(=O)N(C(C)C)C(C)C)cc1Br,-2,0,-4,2,7,-0.39,10,5,-14
CN1/C(=C/C2CC(=O)NC2=O)C(C)(C)c2ccccc21 (stereo not given),0,8,8,2,0,0.12,19,9,3
Cc1ccc(C)c(N(CC(=O)Nc2cc(Cl)ccc2Oc2ccccc2)S(C)(=O)=O)c1,9,-3,3,-1,-5,-2,-25,5,-9
CC1(C)CC(=O)C(N=Nc2ccc3ncsc3c2)=C(O)C1,2,1,1,-18,0,-1,-17,-1,-11
COC(=O)C1CCN(C(=O)Cc2ccc(Br)cc2)CC1,-13,-4,-1,-14,15,-0.95,-9,-3,-8
Cc1ccc(S(=O)(=O)Cc2sc3ccccc3[n+]2C)cc1,-2,-1,-1,7,2,1.2,2,7,-3
CC(C)c1ccc(N2C(=O)CC(Sc3nc4ccccc4o3)C2=O)cc1 (stereo not given),24*,-9,1,2,-22,0.17,-18,6,-7
Cc1ccc(C(=O)Nn2cnc3scc(-c4cccs4)c3c2=O)c(O)c1,9,-4,5,14,-9,-2.3,-30,5,4
Cc1ccc2cc(COC(=O)C3CCCO3)c(=O)[nH]c2c1 (stereo not given),-8,0,-1,23,14,-0.02,16,4,-2
COc1ccc(N2CCN(Cc3ccc(Br)s3)CC2)cc1,-7,1,-2,7,9,1.1,0,-4,-5
CCOC(=O)C(C)CC(C)C(=O)N1CCOCCN(C(=O)C(C)CC(C)C(=O)OCC)CCOCC1 (stereo not given),4,1,8,10,-1,-1.1,-24,0,-8
COc1ccc2c(c1OC)C(=O)N(c1ccc(C)c(C)c1)C2=O,-5,0,6,3,6,-1.1,33,5,-4
COc1ccc(/C=N/NC(=O)c2cccc([N+](=O)[O-])c2)cc1OS(=O)(=O)c1ccc(C)cc1,5,6,-4,22,0,-1.7,-25,6,-9
CCC(Oc1ccccc1)C(=O)NCc1cccnc1 (stereo not given),0,1,8,-4,0,-0.18,21,8,-5
CCOc1ccccc1N1CCN(S(=O)(=O)c2ccc(F)c(F)c2)CC1,-6,-2,-2,14,5,-0.95,7,11,-4
O=C(Nc1ccccc1)N1CCSCC1,5,5,0,5,-4,1.6,15,7,-12
O=C(COc1ccccc1)NC(Cc1c[nH]c2ccccc12)C(=O)O (stereo not given),4,-11,5,-12,-7,0.48,13,7,-7
Cc1ccc2c(c1)NC(=O)C(CC(=O)O)O2 (stereo not given),-2,-6,7,4,3,·,1,9,-1
CCn1nccc1C(=O)Nc1ccc(S(=O)(=O)NC23CC4CC(CC(C4)C2)C3)cc1,-4,-1,-4,5,4,-1.3,0,4,-10
O=C1NC(Nc2nc3ccccc3s2)(C(F)(F)F)C(=O)N1C1CCCCC1 (stereo not given),-1,1,-6,-2,0,-0.08,-23,11,-2
O=C(CCN1CCCCCC1)Nc1ccc(F)cc1,0,6,9,-3,0,1.1,7,10,3
COCCCNC(=O)Nc1ccc2c(c1)N(C)C(=O)CS2,5,-3,9,-7,-6,0.29,-5,3,0
Cc1onc(-c2c(F)cccc2Cl)c1C(=O)OCC(=O)NCc1ccco1,-4,2,-2,-48,4,0.36,-18,1,-10
CN(C(=O)CCN1C(=O)C(C)(C)Nc2ccccc21)c1ccccc1,10,0,-5,-20,-11,0.19,-4,2,3
CCOc1cc(C(=O)Nc2ccc(S(=O)(=O)Nc3cc(C)on3)cc2)cc(OCC)c1OCC,-14,-4,1,-24,14,-0.87,23,-2,17
Cc1ccc(-n2c(SCC(N)=O)nnc2-c2ccccn2)cc1,-2,1,1,1,0,-0.22,-8,3,-6
CCOC(=O)N1CCN(C(=O)c2ccccc2CCc2ccccc2)CC1,2,1,0,-12,1,0.02,4,3,-13
CCNC(=O)c1ccc(NS(=O)(=O)c2ccccc2)cc1,-4,-7,-2,6,3,-0.11,-15,1,-11
O=C(COCc1nc2ccccc2c(=O)[nH]1)NCC1CCCCC1,-7,0,-6,1,4,0.3,-4,2,1
C=C(C)CSc1nnc(-c2ccc(OC)cc2)n1N,9,3,3,13,-6,-0.06,-29,8,-4
CCN(CC)S(=O)(=O)c1cc(NC(=O)Cn2cnc3ccccc3c2=O)ccc1C,-2,3,4,2,2,-0.9,21,11,7
CSc1ccc(S(=O)(=O)NCCSc2ccccn2)cc1,10,-6,1,·,-7,-0.32,-15,2,-5
CC(C(=O)OCC(=O)Nc1ncc(Cl)cc1Cl)N1C(=O)c2ccccc2C1=O (stereo not given),2,3,-2,15,-1,0.66,11,6,-9
Cc1cccc(C(=O)N2CCN(c3ncnc4c3cnn4-c3ccccc3)CC2)c1,-4,1,3,-27,5,-0.4,-10,3,-15
O=S1(=O)N=C(Nc2ccc(N3CCOCC3)cc2)c2ccccc21,8,-2,-1,12,-9,0.12,-7,0,-3
COc1ccccc1C(=O)NCCn1ccc2ccccc21,-4,4,-3,·,1,0.67,1,1,4
Cc1cccc2sc(NC(=O)Cn3cccc3)nc12,6,0,1,0,-7,·,9,0,-9
Clc1cccc(Cl)c1CSc1nnc(CN2CCOCC2)n1-c1ccccc1,-9,-1,-7,9,9,-0.95,-8,-7,-11

# Reprinted from the results shown, 2 compounds:
SMILES,LYP inh 2,FAK blocker,EphB4 antag,F-actin modifier,PTPN22 act,Pyk2 oligo antag,Plk1 PBD FP,HIV Rev-RRE inh,PLK1 kinase inh
CCn1nccc1C(=O)Nc1ccc(S(=O)(=O)NC23CC4CC(CC(C4)C2)C3)cc1,-4,-1,-4,5,4,-1.3,0,4,-10
O=C1NC(Nc2nc3ccccc3s2)(C(F)(F)F)C(=O)N1C1CCCCC1 (stereo not given),-1,1,-6,-2,0,-0.08,-23,11,-2

# The list goes on.
SMILES,LYP inh 2,FAK blocker,EphB4 antag,F-actin modifier,PTPN22 act,Pyk2 oligo antag,Plk1 PBD FP,HIV Rev-RRE inh,PLK1 kinase inh
COc1ccc(NCN2C(=O)CCC2=O)cc1,5,-1,1,1,-3,0.44,-1,3,-36
CCCOc1ccc(CC(=O)NCC2(c3ccccc3)CCOCC2)cc1OC,6,1,0,12,-6,0.9,-16,1,-11
Nc1sc2c(c1C(=O)NC1CCS(=O)(=O)C1)CCCC2 (stereo not given),0,0,1,17,-2,·,-15,14,-7
CCCn1c(NCc2ccccn2)nc2ccccc21,-6,-2,1,-26,3,0.95,30,1,-15
CC(C)(C)c1ccc2c(c1)N(CC(=O)O)C(=O)CO2,2,-1,6,3,-4,0.77,15,8,-14
COCCCN1C(=O)C(=O)/C(=C(/O)c2ccc(OC(C)C)cc2)C1c1cccnc1 (stereo not given),7,-4,0,-11,-8,0.14,-9,5,-6
Cc1cccc(CN2CCNC2=O)c1,-3,-5,-18,·,0,-0.34,-31,-1,-9
Cc1sc(=NC(=O)c2ccco2)n(C)c1-c1ccc(Cl)cc1,1,1,-1,-15,2,-0.29,2,13,-8
Cc1ccc(OCC(=O)N2CCN(C(=O)Cc3ccccc3)CC2)cc1,-6,-2,0,71*,4,2.6,4,-2,-6
CCN1CCN(CCn2c(=S)[nH]c3cc4c(cc3c2=O)OCO4)CC1,0,2,-7,0,1,0.2,-11,0,-8
CCC(Oc1ccccc1)C(=O)Nc1ccc(-c2nnc(-c3ccco3)o2)cc1 (stereo not given),4,-3,-1,-2,-6,-1.3,-4,8,-7
COc1ccc(N2C(=O)CC(NCc3ccc(F)cc3)C2=O)cc1 (stereo not given),7,-1,-3,-12,-8,0.51,12,3,-9
Cc1ccccc1N1CCN(CCN2C(=O)CC(=C3c4ccccc4-c4ccccc43)C2=O)CC1,23,3,4,-7,-22,0.56,-17,6,-14
Cc1ccc(CNC(=O)C2CC(c3cccc([N+](=O)[O-])c3)=NO2)cc1 (stereo not given),4,-7,1,4,0,·,-36,4,-5
CCN1CCN(c2oc(COc3ccc(-c4ccccc4)cc3)nc2C#N)CC1,-26,0,-5,-2,24,-1.8,-22,6,-10
CCCS(=O)(=O)N1CCCC(C(=O)NC2CCCCC2)C1 (stereo not given),-1,-1,5,2,0,0.3,-1,0,-3
COCCn1c(=S)[nH]c2cc(C(=O)NCCCN3CCOCC3)ccc2c1=O,-9,-6,-10,·,8,-0.46,-19,-4,-13
Cn1c(N2CCC(C(N)=O)CC2)nc2c1c(=O)n(Cc1ccc(Br)cc1)c(=O)n2C,-11,0,-5,-2,8,-1.1,22,6,-16
